p53 reactivator: re-activators of mutant p53 | H1299 p53-A138V BP100-luciferase reporter, luminescence, 24 h | Potency, µM (highest dose often 92.2 µM), inactives show at the highest dose activity change, positive = activation, actives largely listed as activators | actives 0.063% (n = 320,000); note: potency is the fitted concentration of half-maximal effect; % of control where 0% means no effect; nearly all actives have a fitted effect of over 45% in size
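H1299 (p53-null), stable ts p53-A138V + BP100-Luc; 1000 cells/well, Opti-MEM/10% FBS; cpd 4 pt, 1:5; 24 h, 37 deg C, 5% CO2; detection reagent 10 min RT; luminescence.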
Eya2 inh: inhibitors of human Eya2 phosphatase activity. O00167. recombinant Eya2, OMFP fluorescence dephosphorylation (OMFP is methylfluorescein phosphate). Potency, µM (doses to about 76.9 µM), for the others: top-dose activity, negative = inhibition, usual class: inhibitors. actives 0.006% (n = 330,000). AID 488837; note: potency is the fitted concentration of half-maximal effect; % is set by controls: 0 for no effect and ±100 for the full control effect
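Eya2 (0.2 uM) preincubated 10 min at ambient with compound, then OMFP substrate added at 50 uM; 10 min reaction in 50 mM HEPES pH 7.5, 50 mM NaCl, 5 uM MgCl2, 0.05% BSA, 1 mM DTT. Fluorescence read at Ex 485/Em 525 nm.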
TSG101-PTAP inh: blocks PTAP/TSG101 interaction to inhibit HIV-1 budding. Potency, µM (highest dose often 115 µM), inactives show top-dose activity change, negative = inhibition, most hits filed as inhibitors. Fluorescence polarization, FITC-PTAP peptide / Tsg101 binding. Q99816. 340,000 tested, under 10 active. AID 493005; active = well fitted inhibition curve with a large enough effect in the main read-out, with a control signal flat, not every such curve was filed as active; inconclusive = small, poorly fitted or top-dose-only effect, or effect the other way, or a change in a side signal; inactive = no such curve, though single readings can be large or run the other way; note: potency is the fitted concentration of half-maximal effect; % of control where 0% means no effect
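Compounds were pin-transferred onto Tsg101 binding domain (10 uM final) in HEPES pH 7.5 buffer, then FITC-PTAP peptide was added at 50 nM final. After 20 min at RT, polarization reported peptide displacement across a qHTS concentration series.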
ASM inhibitor: blocks human secretory acid sphingomyelinase. P17405. placental ASM, HMU-PC fluorogenic substrate, 60 min. Potency, µM (top dose mostly 57.5 µM), for inactives: at the top dose activity change, negative = inhibition, most hits filed as inhibitors. actives 0.006% (n = 340,000); note: potency is the fitted concentration of half-maximal effect
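Fluorescence read-out (Ex 386 nm, Em 447 nm) after stopping the reaction at pH 10. Enzyme: ASM from human placenta; substrate HMU-PC0, 9 uM final; 60 min, 37 °C. Compound preincubation 10 min, ambient temperature.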
a7 integrin act: activates integrin-mediated alleviation for muscular dystrophy | alpha7betagal myoblasts, beta-gal FDG fluorescence, 48 h | Potency, µM (series often up to 38.3 µM), inactives show top-dose activation, usual class: activators | actives 0.064% (n = 350,000);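 note: potency is the fitted concentration of half-maximal effect; 100% = response of the positive control SU9516; nearly all actives have a fitted effect of over 60% in size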
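alpha7betagal+/- myoblasts (passage 13, 250/well) treated 48 h at 37C with compounds at 1:260 dilution of DMSO stock. Lysed, then beta-galactosidase activity read as FDG fluorescence (ex 480/em 540) after 30 min, with pre-read for autofluorescence.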
uPA surface inh: cell surface uPA generation inhibition | Potency, µM (titrated, usually from 38.3 µM), without a hit: at the highest dose activity change, negative = inhibition, usual class: inhibitors | cell surface uPA generation assay, qHTS | AID 540303 | actives 0.31% (n = 330,000); active = well fitted inhibition curve with a large enough effect; inconclusive = small, poorly fitted or top-dose-only effect; inactive = no such curve, though single readings can be large or run the other way; tested in mouse RAW 264.7 cells; note: potency is the fitted concentration of half-maximal effect; % is set by controls: 0 for no effect and ±100 for the full control effect; nearly all actives have a fitted effect of over 55% in size
TRPV1 agonist: human TRPV1 agonism; Q8NER1; activation, % at 8.33 µM; actives 0.19% (n = 320,000); AID 540275; TRPV1-expressing cells, Fluo-8 calcium influx, agonist mode; in the data active = activation above about 80%; inconclusive = between about 30% and that limit; note: 0% is about no effect
Target sequence (Q8NER1 whole entry, looked up): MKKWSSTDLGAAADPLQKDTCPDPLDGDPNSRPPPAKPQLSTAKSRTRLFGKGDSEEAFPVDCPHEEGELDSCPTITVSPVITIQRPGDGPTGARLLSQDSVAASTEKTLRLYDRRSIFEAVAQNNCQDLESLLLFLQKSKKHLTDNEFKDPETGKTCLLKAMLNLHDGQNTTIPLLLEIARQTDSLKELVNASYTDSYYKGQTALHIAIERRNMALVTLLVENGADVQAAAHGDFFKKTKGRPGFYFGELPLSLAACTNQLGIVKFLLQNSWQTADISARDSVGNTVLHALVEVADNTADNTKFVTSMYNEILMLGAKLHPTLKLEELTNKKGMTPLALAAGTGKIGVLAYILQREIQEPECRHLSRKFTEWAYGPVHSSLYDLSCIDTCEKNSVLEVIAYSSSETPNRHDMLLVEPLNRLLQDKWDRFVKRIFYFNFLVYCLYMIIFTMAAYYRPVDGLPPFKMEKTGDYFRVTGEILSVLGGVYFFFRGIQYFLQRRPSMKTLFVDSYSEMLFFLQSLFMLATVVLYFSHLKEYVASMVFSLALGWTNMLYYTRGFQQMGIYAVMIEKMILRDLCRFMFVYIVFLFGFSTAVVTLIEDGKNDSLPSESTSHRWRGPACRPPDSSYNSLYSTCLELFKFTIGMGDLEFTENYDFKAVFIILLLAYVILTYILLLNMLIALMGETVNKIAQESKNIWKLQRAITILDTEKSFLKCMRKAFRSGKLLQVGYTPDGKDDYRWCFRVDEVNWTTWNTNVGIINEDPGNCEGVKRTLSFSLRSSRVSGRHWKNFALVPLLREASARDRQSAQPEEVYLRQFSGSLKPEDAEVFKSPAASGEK
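Cells expressing TRPV1 were dye-loaded with Fluo-8 and read kinetically: 10 s baseline, 3 min after compound (agonist portion), then 2 min after EC20 capsaicin (allosteric enhancer portion). Calcium-bound dye fluorescence at 480/520 nm.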
B2AR arrestin: beta2AR (human) beta-arrestin recruitment activity; P07550; beta-arrestin recruitment to beta2AR, cell-based reporter; Potency, µM (series often up to 46.1 µM), inactives show at the highest dose activation, usual class: activators; actives 0.02% (n = 330,000); AID 492947;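 note: potency is the fitted concentration of half-maximal effect; 0% = DMSO controls and full agonism = EC100 isoproterenol or metaproterenol; nearly all actives have a fitted effect of over 65% in size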
BRCA1 expr up: increases BRCA1 expression | AID 624202 | MCF7-BRCA1-FFLuc reporter, luminescence, 48 h; response scale: scaled: vehicle 0%, 10 µM genistein 100% | Potency, µM (titrated, usually from 46.1 µM), without a hit: top-dose activation, most hits filed as activators | actives 1.1% (n = 380,000); note: potency is the fitted concentration of half-maximal effect; nearly all actives have a fitted effect of over 80% in size; some results filed as inactive show a strong effect at the top dose
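MCF7-BRCA1-FFLuc cells, 2000/well in phenol-red-free MEM, attached 2 h then treated 48 h at 37 C. Luciferase luminescence read 15 min after reagent; normalized to genistein maximum activation (10microM) and DMSO, concentration-response fitted.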
USP2a inh: USP2a (human) protease inhibition. O75604. USP2 core, Ub-CHOP2 coupled fluorogenic reporter, 485/531. Potency, µM (series often up to 38.3 µM), without a hit: at the highest dose activity change, negative = inhibition, hits mostly inhibitors. actives 0.01% (n = 330,000). AID 463254;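 note: potency is the fitted concentration of half-maximal effect; plate controls were DMSO wells for no effect and full inhibition by NEM control for full effect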
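Deubiquitinase activity read as fluorescence (485/531 nm) after Ub-CHOP2 cleavage activates the enterokinase reporter on its substrate; USP2 core 10nM, Ub-CHOP2 and substrate 25nM each, 30min compound preincubation then 60min RT; data normalized to NEM, curves fitted.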
ELG1 genotoxic: induces genotoxicity in HEK293T cells with luciferase-tagged ELG1 | Potency, µM (titrated, usually from 46 µM), inactives show at the top dose activity change, positive = activation, hits mostly activators | AID 504466 | actives 1.3% (n = 330,000) | HEK293T ELG1-luciferase reporter, luminescence, 16 h; note: potency is the fitted concentration of half-maximal effect; % of control where 0% means no effect; nearly all actives have a fitted effect of over 60% in size
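Step 1: seed 2,000 HEK293T ELG1-luciferase cells per well. Step 2: add compound or DMSO, incubate 16 hr at 37 °C. Step 3: ONE-Glo, 30 min at room temperature, read luminescence.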
Active calls of the source: *; ? = inconclusive; nt = not tested or not shown; & = joins results of further samples; [ ] = another dose, or the depositor's remark. Unless noted, calls come from the whole dose curve; as a rule, active = well fitted curve in the direction sought with a large enough effect; inconclusive = small, poorly fitted or top-dose-only effect, or another doubt; inactive = no such curve, though single readings can be large; an effect the other way counts as inactive or inconclusive.

A first look, two compounds:
molecule	p53 reactivator	Eya2 inh	TSG101-PTAP inh	ASM inhibitor	a7 integrin act	uPA surface inh	TRPV1 agonist	B2AR arrestin	BRCA1 expr up	USP2a inh	ELG1 genotoxic
CSc1ccc(CCNC(=O)c2cccc3c2C(=O)N(C2CCCCC2)C3)cc1	-2.8%	-5.5%	0.7%	?	-1.0%	14.8%	15.4	0.1%	1.9%	-11.4%	-6.9%
Cn1nc(C(=O)N2CCN(S(=O)(=O)c3ccccc3)CC2)c2ccccc2c1=O	-0.4%	-2.4%	-0.4%	-0.5%	-10.6%	3.9%	-0.5	0.1%	-4.9%	-1.0%	-6.5%

This part in full, repeating the preview:
molecule	p53 reactivator	Eya2 inh	TSG101-PTAP inh	ASM inhibitor	a7 integrin act	uPA surface inh	TRPV1 agonist	B2AR arrestin	BRCA1 expr up	USP2a inh	ELG1 genotoxic
CSc1ccc(CCNC(=O)c2cccc3c2C(=O)N(C2CCCCC2)C3)cc1	-2.8%	-5.5%	0.7%	?	-1.0%	14.8%	15.4	0.1%	1.9%	-11.4%	-6.9%
Cn1nc(C(=O)N2CCN(S(=O)(=O)c3ccccc3)CC2)c2ccccc2c1=O	-0.4%	-2.4%	-0.4%	-0.5%	-10.6%	3.9%	-0.5	0.1%	-4.9%	-1.0%	-6.5%
CCC(=O)N1CCc2cc(S(=O)(=O)N3CCN(c4ccccn4)CC3)ccc21	-8.0%	4.5%	-2.7%	-8.9%	-11.5%	5.1%	1.8	0.0%	8.8%	3.3%	-8.9%
O=C(C1CCCN(S(=O)(=O)c2ccc(Cl)cc2)C1)N1CCCC1 (stereo not given)	-5.1%	-0.7%	-1.1%	1.1%	7.7%	0.8%	10.7	0.4%	-3.1%	2.0%	0.4%
CCN(C(=O)CSc1nc2ccc([N+](=O)[O-])cc2s1)C1CCS(=O)(=O)C1 (stereo not given)	1.5%	-8.5%	1.1%	-0.3%	-22.0%	1.9%	-0.3	0.0%	-1.7%	3.2%	-8.6%
CN(C)C(=O)C(NC(=O)c1ccccc1)=C(Cl)Cl	-0.7%	-5.0%	-5.3%	-0.7%	-6.7%	7.8%	-2.1	0.3%	-2.4%	-0.5%	2.5%
CS(=O)(=O)N(CC(=O)N1CCc2ccccc2C1)c1ccc2c(c1)OCO2	0.1%	-15.0%	-2.9%	1.3%	-6.4%	1.0%	-1.9	-0.4%	-6.2%	0.9%	-0.4%
CC(=O)N1N=C(c2ccccc2)CC1c1cn(C)c2ccccc12 (stereo not given)	?	-4.2%	-0.9%	17.0%	22.1%	8.9%	18.6	-0.6%	-44.2%	0.1%	?
O=C(CSc1n[nH]c(-c2cccs2)n1)NCc1ccc2c(c1)OCO2	2.7%	-6.0%	-0.7%	1.8%	-5.5%	2.8%	7.9	-0.1%	-4.1%	-0.6%	-2.7%
c1ccc(Cn2cc(-c3cccnc3)cn2)cc1	11.8%	-7.3%	-2.1%	2.7%	-4.9%	-5.7%	-2.5	0.3%	?	-1.7%	9.3%
COc1ccc(Nc2ncc(C(=O)N3CCN(c4ccccc4OC)CC3)c3ccccc23)cc1	-1.3%	-2.8%	-8.9%	-5.7%	-14.2%	-2.8%	6.5	-1.5%	-52.4%&-81.6%	-0.3%	0.4%
CC(C)(C)c1csc(NC(=O)CS(=O)(=O)c2ccccc2)n1	22.9%	3.1%	1.8%	1.9%	-18.2%	6.1%	5.3	-0.8%	?	2.1%	?
Cc1ccc2occ(/C=N/NC(=O)c3ccccc3C)c(=O)c2c1	-9.8%	5.3%	-6.4%	-0.3%	13.9%	-7.3%	6.1	-1.0%	-51.8%	-0.2%	-6.7%
CC12CCCC[C@@H]1CCC1C2CCC2(C)C1CC[C@@]2(O)CNCCO (stereo not given in full)	-3.1%	-2.5%	-3.4%	-1.9%	-26.7%	11.3%	3.0	0.4%	-2.0%	5.6%	-1.3%
COc1cc(/C=C/C(=O)c2c(O)cc(C)oc2=O)cc(OC)c1O	5.6%	9.5%	-2.4%	-8.4%	-29.4%	-5.1%	-2.3	0.2%	-41.7%	1.6%	-2.5%
Cc1c(NC(=O)CSc2ccc3c(c2)OCCO3)c(=O)n(-c2ccccc2)n1C	1.4%	-4.0%	-0.6%	-2.5%	5.0%	5.1%	-3.1	0.2%	3.9%	2.4%	0.5%
CC1CCCN(C(=O)c2cc(F)c(F)cc2Cl)C1 (stereo not given)	1.2%	14.3%	-10.2%	-1.0%	-3.3%	nt	6.1	0.5%	-15.8%	0.4%	-0.6%
O=C(/C=C/c1cccc(O)c1)c1ccc(N2CCOCC2)cc1	?	14.2%	-1.3%	-14.3%	-58.0%[inhibitor]	10µM*	22.7	-0.1%	-6.0%	-1.0%	12.1%
Cc1ccc(N(C)C(=O)c2cc(S(=O)(=O)N3CCCC3)cn2C)cc1	-13.5%	8.3%	-3.9%	-0.1%	27.0%	11.0%	5.2	0.0%	0.2%	0.7%	-3.9%
O=c1[nH]c(N2CCN(c3ccccc3)CC2)nc2c1CCC2	1.1%	14.0%	-3.7%	1.4%	-18.1%	5.9%	2.2	-0.1%	20.7%	4.2%	-14.0%
COc1cccc(-c2sc3cc(OC)c(OC)cc3c2-c2ccc(OCCN3CCCCC3)cc2)c1	-5.0%	-24.8%	2.5%	-29.0%	-2.4%	?	nt	-0.6%	-24.7%	0.0%	-8.1%
CCOc1ccc(C(=O)N2CCCC2)cc1OC	-7.3%	15.1%	-3.9%	-1.2%	-12.6%	-1.9%	0.9	-0.1%	4.6%	0.8%	0.2%
CC(=N\O)/C(CN(C)C)=N/O	nt	nt	-1.9%	2.2%	-8.6%	3.5%	-4.3	nt	-9.9%	nt	nt
CN(C)N1C(N)=C(C#N)C(c2ccc(F)cc2)C2=C1CCCC2=O (stereo not given)	-1.1%	5.5%	-3.2%	-0.5%	1.7%	-2.3%	3.3	-0.6%	-20.8%	2.5%	-0.5%
Cc1ccc(NC(=O)CC2Oc3ccc(C)cc3NC2=O)c(C)c1 (stereo not given)	-5.8%	12.5%	-3.8%	-1.6%	5.1%	?	-5.5	0.3%	-22.6%	3.9%	-0.7%
CCCc1nn2c(=O)cc(CSCC(=O)Nc3nnc(CC)s3)nc2s1	6.7%	0.5%	-8.9%	0.5%	0.0%	5.5%	-0.5	0.0%	11.9%	1.9%	-4.4%
Cc1ccc(CC(=O)NCc2ccc3c(c2)OCO3)cc1	nt	nt	-1.6%	1.3%	?	-4.6%	26.3	nt	43.6%	nt	nt
O=c1c2c3c(sc2n(CCN2CCCC2)c(=O)n1Cc1ccco1)CCCCC3	-1.2%	-8.2%	-3.6%	-3.1%	-17.5%	2.2%	-1.7	-0.4%	-20.6%	6.1%	3.8%
CN(Cc1cccnc1)Cc1cn[nH]c1-c1ccc(-c2ccccc2)cc1	-1.5%	15.1%	-4.6%	5.0%	-18.2%	-0.9%	1.2	-0.3%	5.8%	0.0%	1.2%
CC(C)CC(=O)Nc1nnc(-c2ccco2)s1	20.7%	2.8%	-1.0%	-3.8%	22.0%	-8.0%	-0.7	-0.1%	?	-0.7%	16.4µM*
COc1ccc(/C=N/NC(=O)c2cc[n+]([O-])cc2)cc1O	5.2%	2.0%	-4.3%	-1.1%	-19.3%	-1.4%	2.3	-0.3%	-7.6%	0.5%	-1.7%
C=C(C)Cn1c(SCC#N)nc2ccccc2c1=O	-2.9%	-17.6%	-1.2%	1.9%	-16.8%	-9.4%	-1.8	0.0%	-46.1%	1.2%	3.6%
CCn1cc(C(=O)OCC(=O)N(C)C2CCS(=O)(=O)C2)c(=O)c2ccc(C)nc21 (stereo not given)	2.2%	18.5%	-4.0%	0.6%	-11.6%	-1.3%	2.1	0.5%	-18.7%	-0.1%	-0.3%
Cc1ccc(C(=O)c2cnc3ccccc3c2-c2ccccc2)cc1	0.2%	-0.7%	1.1%	-17.1%	15.1%	-2.1%	13.8	-0.2%	-44.7%	-2.1%	-17.1%
CCN(c1cccc(C)c1)S(=O)(=O)c1cccc2nsnc12	-8.0%	-8.7%	-2.3%	-5.2%	0.0%	4.9%	5.8	0.2%	-17.3%	0.0%	-10.0%

High-throughput results: PubChem, National Center for Advancing Translational Sciences (NCATS)
